hcDAF-12 act = activators of H. contortus DAF-12 nuclear receptor. 370,000 tested, 1.4% active. HEK293 hcDAF-12 lit1-tk-luc reporter, luminescence; 0% DMSO, 100% Δ7-dafachronic acid. activation, % at 6.8 µM;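 active = activation above the mean of all tested compounds plus 3 SD, cut at about 5.5% in these data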;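 also: 100% = response to 3 µM Δ7-dafachronic acid high control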
DAX1 inh-1 = DAX1 (NR0B1) inhibition, primary screen; HEK293T StAR-luciferase reporter, SF-1/DAX-1 repression relief; 370,000 tested, 1.1% active; inhibition, % at 6.8 µM; AID 652010;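 active = inhibition above the mean over all tested compounds plus 3 SD, cut at about 3.6% in these data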;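 also: 0% = DAX-1 cells with DMSO and 100% = cells lacking DAX-1 with DMSO; higher inhibition means more luminescence from relief of DAX-1 repression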
GC-B act = GC-B (human) receptor activation. HEK293-GC-B cells, CNP EC30, cGMP TR-FRET; 0% at EC30 CNP, 100% saturating CNP. activation, % at 10 µM. 370,000 tested, 0.11% active;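 active = activation at 10 µM reaching about 35% in either raw or pattern-adjusted values, limit read from the data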
hgDAF-12 ag = hgDAF-12 agonism, primary luciferase screen; AID 687014; HEK293 GAL4-hgDAF12 UAS-luciferase reporter, agonist luminescence; normalized to butyrate control; activation, % at 6.8 µM; 370,000 tested, 1.8% active;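 active = activation above a cutoff set at the mean of all screened compounds plus 3 SD, cut at about 10% in these data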;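 also: 0% = DMSO wells and 100% = sodium butyrate wells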
FXN GAA850 act = increases GAA850 frataxin promoter reporter activity; HEK293 lucGAA850 FXN promoter luciferase reporter, 24 h; percent of 10 µM SAHA response; activation, % at 6 µM; 360,000 tested, 0.56% active; AID 540364;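 active = activation above the average of all compounds screened plus 3 SD, cutoff fixed separately per campaign, cut at about 7.5% in these data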;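 also: 0% = DMSO wells and 100% = 10 µM SAHA wells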
DAX1 inh-2 = NR0B1 (DAX1) inhibition; P51843; HEK293 Gal4-DAX1 luciferase reporter, luminescence; inhibition, % at 6.75 µM; 340,000 tested, 0.99% active; AID 504766;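 active = inhibition above the mean over all tested compounds plus 3 SD, cut at about 4.2% in these data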;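 also: 0% = DAX1-transfected cells with DMSO and 100% = empty-vector control cells with DMSO; inhibition shows as a rise in luminescence from relieved DAX1 repression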
SMARCA2 act = increases SMARCA2 function in MMTV reporter cells; MG213 cells, MMTV-luciferase reporter, dexamethasone, overnight; activation, % at 9.1 µM; 370,000 tested, 1% active; AID 652017; in the data active = activation above about 7.8%;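 also: 0% = vehicle wells and 100% = reference activator wells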
sPLA2-III inh = Inhibits HGIII-sPLA2 liposome hydrolysis, primary screen; Q9NZ20; QFRET BODIPY PC-A2 liposome hydrolysis, fluorescence; inhibition, % at 12.2 µM; 370,000 tested, 0.56% active; AID 743126;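 active = inhibition above mean plus 3 SD of compounds lying within the high and low control bounds, cut at about 19% in these data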;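 also: 0% = median of test compound wells and 100% = no enzyme DMSO wells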
ssDAF12 agonist = activators of S. stercoralis DAF-12 nuclear receptor | HEK293 ssDAF-12/GRIP1 lit1-tk-luc reporter, luminescence; % of 3 µM dafachronic acid response | activation, % at 6.8 µM | 370,000 tested, 1% active | AID 652126;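 active = activation above the mean over all tested compounds plus 3 SD, cut at about 0.9% in these data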;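 also: 0% = DMSO-only wells and 100% = 3 µM delta7-dafachronic acid wells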
GC-A act = GC-A (human) enzyme activation; P16066; HEK293 GC-A cells, cGMP TR-FRET, EC30 ANP; 0% at EC30 ANP, 100% saturating ANP; activation, % at 10 µM; 370,000 tested, 0.14% active; AID 1671463; in the data active = activation above about 40%
Target sequence (P16066 whole entry, looked up): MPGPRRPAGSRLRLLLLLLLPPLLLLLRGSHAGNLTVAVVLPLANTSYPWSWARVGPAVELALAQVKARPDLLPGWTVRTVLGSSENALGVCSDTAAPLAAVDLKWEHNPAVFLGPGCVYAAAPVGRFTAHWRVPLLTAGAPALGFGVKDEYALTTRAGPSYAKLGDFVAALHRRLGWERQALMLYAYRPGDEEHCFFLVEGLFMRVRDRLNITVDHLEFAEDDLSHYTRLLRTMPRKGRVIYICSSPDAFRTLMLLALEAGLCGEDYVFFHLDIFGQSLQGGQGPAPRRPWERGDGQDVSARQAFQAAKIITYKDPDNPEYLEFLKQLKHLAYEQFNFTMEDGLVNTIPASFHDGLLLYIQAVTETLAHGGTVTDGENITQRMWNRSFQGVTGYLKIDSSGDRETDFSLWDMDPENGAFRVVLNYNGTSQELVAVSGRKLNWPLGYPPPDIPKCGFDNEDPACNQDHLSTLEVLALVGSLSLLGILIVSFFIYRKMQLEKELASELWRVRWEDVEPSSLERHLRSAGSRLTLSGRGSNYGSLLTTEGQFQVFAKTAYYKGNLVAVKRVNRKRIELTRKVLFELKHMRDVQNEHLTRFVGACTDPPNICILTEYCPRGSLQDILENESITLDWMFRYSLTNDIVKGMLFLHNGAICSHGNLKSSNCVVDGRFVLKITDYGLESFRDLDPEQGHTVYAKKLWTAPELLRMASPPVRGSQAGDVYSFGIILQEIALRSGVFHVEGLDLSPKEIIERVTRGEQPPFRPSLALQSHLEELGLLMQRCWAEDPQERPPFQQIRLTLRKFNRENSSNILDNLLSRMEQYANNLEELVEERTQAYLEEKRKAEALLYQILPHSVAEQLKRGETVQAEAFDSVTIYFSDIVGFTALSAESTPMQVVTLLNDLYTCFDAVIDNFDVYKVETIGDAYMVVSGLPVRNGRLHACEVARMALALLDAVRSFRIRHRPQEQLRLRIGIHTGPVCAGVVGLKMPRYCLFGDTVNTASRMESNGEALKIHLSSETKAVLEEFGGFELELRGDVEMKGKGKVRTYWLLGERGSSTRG
proKLK7 act = proKLK7 (human) activation, primary screen | P49862 | purified proKLK7, EDANS-DABCYL substrate fluorescence; 100% is mature enzyme control, 0% vehicle | activation, % at 7 µM | 370,000 tested, 0.9% active | AID 652039;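 active = activation above the mean of all tested compounds plus 3 SD, computed per campaign excluding outliers beyond control limits, cut at about 13% in these data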
Starred values were filed as active, the others as inactive; nt = no result given.

SMILES	hcDAF-12 act	DAX1 inh-1	GC-B act	hgDAF-12 ag	FXN GAA850 act	DAX1 inh-2	SMARCA2 act	sPLA2-III inh	ssDAF12 agonist	GC-A act	proKLK7 act
CC1=C(C(=O)Nc2cccc(C(=O)NC(C)c3ccccc3)c2)SCCO1 (stereo unspecified)	-3.3	-1.4	-5	-0.4	0.4	-0.6	5	5	-1.6	6	0.8
COc1ccccc1CNC(=O)CN(c1ccc(C)cc1)S(=O)(=O)c1c(C)noc1C	0.3	0.0	5	0.8	-2.0	0.7	0	5	-0.5	2	-0.4
CN1C(=O)C(N=Nc2ccc([N+](=O)[O-])cc2)SC1=S (stereo unspecified)	1.6	-0.2	1	2.4	-0.4	0.2	3	-1	-0.9	-17	0.1
CCN(CC)CCN(Cc1cc2cc(C)ccc2[nH]c1=O)C(=O)Nc1ccccc1OC	0.8	0.5	3	-0.3	3.0	1.1	0	-8	-0.6	-4	-0.2
CCN(CC(=O)Nc1c(F)cccc1F)C(=O)C1CCN(S(=O)(=O)c2ccc(C)c(C)c2)CC1	0.4	-3.4	5	-1.0	0.8	0.3	-2	-14	-1.2	-3	0.1
O=C(c1ccc(F)c(F)c1)N1CCC2(CC1)NCCc1[nH]cnc12	0.4	0.2	-1	1.5	-2.7	0.7	-3	3	-0.3	2	0.0
Cc1cc(/C=C(\C#N)C(=O)OCC#N)c(C)n1CC(C)C	-0.4	-0.1	-4	2.3	1.4	1.2	-1	-2	-1.3	-2	0.2
Cc1ccc(S(=O)(=O)CC(=O)N(CCCN(C)C)c2nc3ccc(C)cc3s2)cc1	-0.4	0.0	-2	-4.0	-4.0	0.4	-5	-32	-1.4	-5	0.4
N#C/C(C(N)=O)=c1/ccc2c(c1)N1C3=C(CCCC3)CC3CCCCC31N=2 (stereo unspecified)	-0.5	-0.9	-27	-1.3	nt	nt	3	26*	-1.6	-26	0.1
Cc1cccc(/C=C/c2onc(C)c2S(=O)(=O)N2CCC(C(=O)N3CCCCCC3)CC2)c1	-2.9	-0.9	-2	1.1	0.8	0.0	-3	-10	-1.6	-3	-1.3
O=C(Nc1nnc(SCc2cccc(F)c2)s1)c1ccco1	-1.5	-1.2	0	-1.5	1.6	0.1	-4	14	0.0	-2	-0.4
COC(=O)c1c[nH]n2c(=O)c(C(C)C)c(C)nc12	-1.1	-0.4	2	-1.2	1.7	2.5	4	2	-1.6	4	-0.8
CC(C)(C)c1cc(C(=O)O)n[nH]1	0.7	0.8	-2	1.9	2.6	-0.1	-3	4	-1.4	2	-0.9
CCCc1cc(=O)[nH]c(SCc2cc(=O)oc3cc(C)c(C(C)C)cc23)n1	-3.2	-0.3	-1	-2.5	-0.3	-0.6	-5	-69	-0.4	-3	-0.4
Cc1ccc(-c2cc(-c3ccc(C)cc3O)[nH]n2)cc1	15*	3.2	-10	19*	2.1	5.1*	1	-34	2.9*	8	0.3
Cc1ccc2[nH]c(=O)c(CN(CCCN(C)C)C(=O)Nc3ccc(F)cc3)cc2c1	-1.8	0.1	-2	-1.7	0.5	1.6	0	-7	-0.9	-2	0.2
N#CC(c1ccc(=O)[nH]n1)c1ccc(Cl)cc1Cl (stereo unspecified)	1.2	-0.5	0	-1.5	1.0	-1.1	-1	-6	0.2	6	0.9
Cc1ccc2nc(NC(=O)C3CC3C)sc2c1 (stereo unspecified)	4.6	0.6	-3	14*	2.5	0.8	4	-1	0.3	8	0.3
O=C(CN1C(=O)c2ccccc2C1=O)N1CCN(c2ccccn2)CC1	-1.2	0.4	2	-0.7	2.4	-0.7	-1	1	-1.3	4	0.8
Cc1c(N=NC2=C(O)CC(C)(C)CC2=O)cc2c(c1[N+](=O)[O-])C(C)(C)CC2(C)C	1.2	0.1	1	2.2	1.5	1.0	-1	2	-1.8	-3	0.2

Next part (two carried over from the part before).
SMILES	hcDAF-12 act	DAX1 inh-1	GC-B act	hgDAF-12 ag	FXN GAA850 act	DAX1 inh-2	SMARCA2 act	sPLA2-III inh	ssDAF12 agonist	GC-A act	proKLK7 act
O=C(CN1C(=O)c2ccccc2C1=O)N1CCN(c2ccccn2)CC1	-1.2	0.4	2	-0.7	2.4	-0.7	-1	1	-1.3	4	0.8
Cc1c(N=NC2=C(O)CC(C)(C)CC2=O)cc2c(c1[N+](=O)[O-])C(C)(C)CC2(C)C	1.2	0.1	1	2.2	1.5	1.0	-1	2	-1.8	-3	0.2
Cc1c(NC(=S)N/N=C/c2ccc(N(C)C)cc2)c(=O)n(-c2ccccc2)n1C	-0.4	0.0	-3	7.7	-1.7	-0.6	-5	1	-0.4	-2	-13
CCCCOc1ccc(C)cc1CN(CCO)CCO	-0.6	0.2	-6	1.1	-0.5	-0.4	-2	2	-1.2	-8	0.1
O=C(COC(=O)Cc1ccc(Cl)cc1Cl)NCc1ccccc1	0.4	0.8	9	-0.6	1.7	3.9	-1	-6	-0.8	4	0.3
CNS(=O)(=O)c1cc(OCC(N)=O)c(C)cc1Cl	-1.2	0.2	3	0.7	0.1	0.2	0	2	-0.9	1	0.1
CC(C)Cn1c(=S)[nH]c2ccccc2c1=O	-0.9	-0.6	2	-3.3	-0.3	1.5	-3	15	-1.1	3	0.2
CCOC(=O)C(=N/O)/C(C)=N/NC(C)=O	-0.8	0.2	1	1.7	-0.3	3.1	-2	5	-0.6	0	0.2
COc1ccc(-c2cc(C(=O)Nc3c(F)cc(F)cc3Br)no2)cc1	-0.6	-0.1	5	4.1	-1.4	-0.6	-2	-4	-1.6	1	-0.4
COc1ccc(N(C(=O)c2snc(C(N)=O)c2N)C(C(=O)NC2CCCC2)c2ccco2)c(OC)c1 (stereo unspecified)	-1.7	-0.4	-6	-0.6	1.5	0.2	-2	0	-0.5	-15	-0.1
O=C(/C(=N/O)n1cncn1)c1ccccc1Cl	-0.9	-0.2	1	-1.7	-0.5	-1.8	-5	5	-1.4	7	-0.1
COc1cc(-n2c(=O)c3ccccc3n(CC(=O)OCc3ccccc3)c2=O)cc(OC)c1OC	-1.5	0.4	1	-1.6	0.4	-0.7	-2	3	-1.4	2	-0.5
Cc1ccc2sc(N(CCN(C)C)C(=O)c3ccc4ccccc4c3)nc2c1C	-1.5	0.4	-8	2.9	-0.6	-0.1	-1	2	-1.6	-7	-0.2
O=C(COC(=O)CCC(=O)c1ccc2c(c1)OCCO2)NCc1ccc2c(c1)OCO2	-0.5	0.0	1	0.2	-1.2	1.4	-1	-1	-1.2	6	0.3
CC(C)(C)c1ccc(NC(=O)CSc2n[nH]c(=O)n2C2CC2)cc1	0.3	-2.0	-5	-4.6	2.5	-0.3	-2	5	-1.0	-1	0.3
Cc1cc(NC(=O)CC2CCCC2)ccc1Br	1.5	1.8	-1	9.3	2.5	1.2	11*	-4	0.5	1	0.2
COc1cc2c(cc1OC)C(C)N(C(=O)C(NC(=O)c1ccccc1)C(C)C)CC2 (stereo unspecified)	-1.6	0.0	2	2.3	-0.1	-0.8	2	1	-1.4	-2	-0.3
CCN(CC)CCOCCOc1ccccc1F	-2.1	-0.5	2	2.7	-2.5	0.0	5	-4	-1.3	-1	-0.2
Nc1nnnn1NCc1cccc(OCc2ccccc2)c1	-0.8	-1.1	2	-1.3	-0.8	-0.7	-1	-6	-1.0	3	0.1
C=CCn1c(SCC(=O)NCc2ccco2)nc2ccccc2c1=O	-0.5	0.6	5	1.2	2.7	nt	-2	4	-1.2	-3	0.7
COCC1CCN(Cc2c(C(=O)N3CCc4ccccc4C3)nc3ccc(Cl)cn23)C1 (stereo unspecified)	-0.7	1.1	2	-0.6	1.8	1.0	1	-9	-0.8	-1	-0.4
Cc1ccccc1N(CC(=O)NCc1ccncc1)S(C)(=O)=O	-0.7	-0.6	1	0.3	-1.1	0.0	0	8	-1.2	1	0.3

2 of these compounds, set out differently.
molecule | hcDAF-12 act | DAX1 inh-1 | GC-B act | hgDAF-12 ag | FXN GAA850 act | DAX1 inh-2 | SMARCA2 act | sPLA2-III inh | ssDAF12 agonist | GC-A act | proKLK7 act
Cc1cc(/C=C(\C#N)C(=O)OCC#N)c(C)n1CC(C)C | -0.4 | -0.1 | -4 | 2.3 | 1.4 | 1.2 | -1 | -2 | -1.3 | -2 | 0.2
C=CCn1c(SCC(=O)NCc2ccco2)nc2ccccc2c1=O | -0.5 | 0.6 | 5 | 1.2 | 2.7 | nt | -2 | 4 | -1.2 | -3 | 0.7

Further compounds follow:
SMILES	hcDAF-12 act	DAX1 inh-1	GC-B act	hgDAF-12 ag	FXN GAA850 act	DAX1 inh-2	SMARCA2 act	sPLA2-III inh	ssDAF12 agonist	GC-A act	proKLK7 act
FC(F)(F)c1cc(-c2ccccc2)nc(-n2cncn2)n1	-0.9	-0.6	3	2.3	2.9	0.6	0	1	-0.9	18	0.3
O=C(NS(=O)(=O)c1cccc(F)c1)[C@H]1O[C@@H](n2ccc(=O)[nH]c2=O)[C@H](O)[C@@H]1O	-0.8	-1.0	1	6.0	nt	nt	-3	3	-1.1	1	-0.3
COCCNCC(=O)Nc1ccc(C)c(S(=O)(=O)N2CCCCC2)c1	-0.1	0.6	0	-1.8	1.1	4.3*	-4	4	-1.2	7	-0.5
CO[C@@H]1CN(C)C(=O)c2cc(NC(=O)NC3CCCCC3)ccc2OC[C@@H](C)N(CCc2ccccc2)C[C@H]1C	-0.2	-0.7	5	0.1	nt	nt	-5	-7	-1.2	0	1.0
N#Cc1c(N)[nH]c(C(=O)c2ccccc2)c1-c1ccc(Cl)cc1	-0.6	-1.6	-6	2.5	nt	nt	-4	4	-0.9	-3	0.4
CC(C)[C@H](NS(=O)(=O)c1ccccc1)C(=O)Nc1ccccc1N1CCOCC1	1.2	0.1	-2	1.8	-1.6	0.3	-2	-11	-0.9	-1	-0.7
COc1ccccc1CCN=C(N)NS(=O)(=O)c1ccc(F)cc1	-0.6	-2.9	-5	-1.0	1.0	-0.6	-2	-12	-0.6	-4	0.2
O=C(O)c1cc2ccccc2n1-c1ccccc1	-1.8	-0.4	3	3.9	-0.3	-0.6	-5	3	-1.0	3	0.1
Cc1cc2n(n1)C(c1ccc(N(C)C)cc1)Nc1ccccc1-2 (stereo unspecified)	2.0	0.8	-4	9.4	-1.7	-0.3	1	2	-0.4	-10	0.0
O=C1CC(CCC(=O)NC2CC2)c2ccccc2N1 (stereo unspecified)	-1.7	-0.7	2	1.9	0.3	1.6	-3	4	-1.1	-2	0.2
COc1cc(N)c(Br)cc1C(=O)O	-0.6	0.5	0	-1.2	1.8	-0.6	1	6	-0.9	2	-0.4
CN(C)C1=NC(=O)/C(=C\c2ccccc2)S1	-0.8	-0.2	-6	-2.5	3.0	3.1	0	9	-1.2	-5	0.0
Cc1cccc(C)c1NC(=O)N1CC=C(n2c(=O)[nH]c3ccccc32)CC1	-2.0	0.0	0	-0.4	0.1	-0.1	0	3	-1.3	7	-0.2
CCCCn1c(N)c(N(CCC(C)C)C(=O)C2CCCN(C(=O)c3ccc(Cl)cc3)C2)c(=O)[nH]c1=O (stereo unspecified)	-1.9	0.3	5	2.3	0.2	2.5	1	7	-0.8	0	-0.4

Entries listed above shown as hits in SMARCA2 act:
Compound	hcDAF-12 act	DAX1 inh-1	GC-B act	DAX1 inh-2	SMARCA2 act	sPLA2-III inh	ssDAF12 agonist	GC-A act	proKLK7 act
Cc1cc(NC(=O)CC2CCCC2)ccc1Br	1.5	1.8	-1	1.2	11*	-4	0.5	1	0.2

Screening results: PubChem, several laboratories
